Tb PGK inh – blocks T. brucei phosphoglycerate kinase; P07378; PGK/GAPDH coupled, Kinase-Glo luminescence, 60 min; Potency, µM (top dose mostly 57.5 µM), for inactives: at the top dose activity change, negative = inhibition, usual class: inhibitors; 0.043% of 380,000 active; note: potency is the fitted concentration of half-maximal effect; % is set by controls: 0 for no effect and ±100 for the full control effect; nearly all actives have a fitted effect of over 60% in size
Target sequence (P07378 whole entry, looked up): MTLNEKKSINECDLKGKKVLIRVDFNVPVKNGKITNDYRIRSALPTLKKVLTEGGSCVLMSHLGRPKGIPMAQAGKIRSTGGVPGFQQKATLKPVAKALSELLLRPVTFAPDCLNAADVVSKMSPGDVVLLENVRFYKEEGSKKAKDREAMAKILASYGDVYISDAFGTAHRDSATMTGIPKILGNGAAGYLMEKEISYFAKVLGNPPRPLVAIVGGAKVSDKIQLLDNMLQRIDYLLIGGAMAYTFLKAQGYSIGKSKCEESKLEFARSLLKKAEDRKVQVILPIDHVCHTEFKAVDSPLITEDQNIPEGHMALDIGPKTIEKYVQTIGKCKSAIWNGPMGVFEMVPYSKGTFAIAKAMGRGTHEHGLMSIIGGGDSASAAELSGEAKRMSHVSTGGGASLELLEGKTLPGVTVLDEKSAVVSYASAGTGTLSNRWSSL
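Recombinant glycosomal PGK reaction used 1,3-bisphosphoglycerate generated in-well by GAPDH (100nM final) in 100mM TEA pH 7.6, 5mM MgCl2, 0.01% Tween-20. After 60 minutes at room temperature, ATP was read by Kinase-Glo Plus luminescence end-point.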
USP1-UAF1 inh – USP1/UAF1 (human) deubiquitinase inhibition; Potency, µM (series often up to 57.1 µM), inactives show at the top dose activity change, negative = inhibition, most hits filed as inhibitors; AID 743255; 0.23% of 390,000 active; recombinant USP1/UAF1, Ub-Rhodamine cleavage fluorescence; O94782; note: potency is the fitted concentration of half-maximal effect; % is set by controls: 0 for no effect and ±100 for the full control effect; nearly all actives have a fitted effect of over 60% in size; inactives centre near -12
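In this screen, compounds sit with the deubiquitinase complex (1nM) for 15 min at room temperature before Ub-Rho is added at 150nM final. Fluorescence rise is then followed for 6 reads every 60 seconds.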
mIDH1 inhibitor – inhibitors of human mutant IDH1 R132H; O75874; IDH1-R132H enzyme, NADPH consumption, diaphorase/resazurin fluorescence; Potency, µM (highest dose often 76.6 µM), without a hit: at the top dose activity change, negative = inhibition, actives largely listed as inhibitors; 0.093% of 390,000 active; AID 602179; note: potency is the fitted concentration of half-maximal effect; % is set by controls: 0 for no effect and ±100 for the full control effect; nearly all actives have a fitted effect of over 65% in size
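IDH1-R132H (0.5 ug/mL) preincubated 30 min with compound, then NADPH (0.016 mM) and alpha-KG (2 mM) added; 80 min at RT, pH 7.5. Remaining NADPH coupled via diaphorase/resazurin to fluorescence (540/590 nm); concentration-response curves normalized to no-enzyme control.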
TrxR1 inh – rat TrxR1 inhibition; Potency, µM (top dose mostly 114 µM), for inactives: at the top dose activity change, negative = inhibition, actives largely listed as inhibitors; recombinant rTrxR1, NADPH fluorescence consumption, selenite substrate; 1% of 390,000 active; AID 588453; O89049; note: potency is the fitted concentration of half-maximal effect; % is set by controls: 0 for no effect and ±100 for the full control effect; nearly all actives have a fitted effect of over 65% in size
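Rat TrxR1 (90 nM in the dispensed reagent) was pre-reduced with 400 uM NADPH for 5 min at room temperature, then incubated with compound for 15 min. After 400 uM selenite was added, NADPH fluorescence (Ex 340/Em 450 nm) was followed for 8 min.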
Pin1 inhibitor – blocks the human prolyl isomerase Pin1; AID 504891; Pin1 FP peptide displacement, HiFluor488, 10 min; Q13526; 0.009% of 390,000 active; Potency, µM (series often up to 115 µM), without a hit: at the highest dose activity, negative = inhibition, most hits filed as inhibitors; active = well fitted inhibition curve with a large enough effect in the polarisation, with a control signal flat, not every such curve was filed as active; inconclusive = small, poorly fitted or top-dose-only effect, or effect the other way, or a change in a side signal; inactive = no such curve, though single readings can be large or run the other way; the % refers to the polarisation; note: potency is the fitted concentration of half-maximal effect; % is set by controls: 0 for no effect and ±100 for the full control effect
PI4K2A inh – inhibitors of human PI4K2A. Q9BTU6. purified PI4K2A, ADP-Glo luminescence, 1 h; hits give low values. activity change, negative = inhibition, % at 76.9 µM. 0.13% of 420,000 active; in the data active = activity change below about -50%; inconclusive = mostly about -30% to -49%;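 note: -100% = wells without enzyme as full effect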
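In this quantitative HTS, ADP production by PI4K2A was quantified luminescently after 1 h at ambient temperature; 100 microM adenosine served as plate-quality control.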
HP1b binding inh – blocks HP1-beta chromodomain binding to methylated histone tails; 0.56% of 390,000 active; Potency, µM (highest dose often 114 µM), for the others: top-dose activity change, negative = inhibition, most hits filed as inhibitors; AlphaScreen HP1-beta / biotin-H3K9me3 peptide binding; note: potency is the fitted concentration of half-maximal effect; nearly all actives have a fitted effect of over 70% in size; inactives centre near 23
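HP1-beta protein (50 nM final) preincubated 30 min at room temperature with biotinylated H3(1-18)K9me3 peptide (50 nM) in PBS pH 7.4, 0.01% Tween-20, then compound added for 30 min. AlphaScreen streptavidin donor/nickel chelate acceptor beads (10 ug/mL final), 30 min dark, luminescence read.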
GLS inh – glutaminase GLS (human) inhibition | AID 624170 | GLS enzymatic activity, qHTS titration | 0.21% of 410,000 active | O94925 | Potency, µM (doses to about 45.5 µM), for the others: at the highest dose activity change, negative = inhibition, actives largely listed as inhibitors; note: potency is the fitted concentration of half-maximal effect; % is set by controls: 0 for no effect and ±100 for the full control effect
Target sequence (O94925 whole entry, looked up): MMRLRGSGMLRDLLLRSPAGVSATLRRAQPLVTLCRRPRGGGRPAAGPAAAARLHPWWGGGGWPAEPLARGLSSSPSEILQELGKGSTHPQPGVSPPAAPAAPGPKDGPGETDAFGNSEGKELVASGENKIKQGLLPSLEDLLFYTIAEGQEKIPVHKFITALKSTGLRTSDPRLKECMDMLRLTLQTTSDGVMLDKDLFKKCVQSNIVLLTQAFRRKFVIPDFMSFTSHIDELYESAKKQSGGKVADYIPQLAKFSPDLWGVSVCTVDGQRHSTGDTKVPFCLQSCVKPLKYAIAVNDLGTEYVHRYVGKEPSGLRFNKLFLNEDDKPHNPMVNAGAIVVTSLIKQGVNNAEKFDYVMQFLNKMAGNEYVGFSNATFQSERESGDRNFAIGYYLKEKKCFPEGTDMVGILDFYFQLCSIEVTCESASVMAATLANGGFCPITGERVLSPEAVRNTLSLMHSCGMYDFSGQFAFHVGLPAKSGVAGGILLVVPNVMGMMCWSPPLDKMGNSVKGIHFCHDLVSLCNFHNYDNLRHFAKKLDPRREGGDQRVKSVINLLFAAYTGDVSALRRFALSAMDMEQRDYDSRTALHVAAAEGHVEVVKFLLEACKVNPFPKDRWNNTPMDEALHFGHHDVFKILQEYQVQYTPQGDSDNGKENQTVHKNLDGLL
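hKGA in 45 mM KH2PO4 (pH 8.2), 0.02% Tween-20 with compound, then 1mM L-Glutamine (stock as added) plus glutamate oxidase/HRP/Amplex red coupling mix. Fluorescence read initially and after 30 min at RT; signal change reflects glutamate formation.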
TrxR1 substrate – rat thioredoxin reductase 1 substrate activity. Potency, µM (highest dose often 114 µM), inactives show at the highest dose activity change, negative = substrate turnover. purified TrxR1 substrate turnover, NADPH consumption readout. AID 588456. 0.01% of 390,000 active. O89049; note: potency is the fitted concentration of half-maximal effect; % is set by controls: 0 for no effect and ±100 for the full control effect; nearly all actives have a fitted effect of over 50% in size
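Rat TrxR1, dispensed at 90 nM, was prereduced with 400 uM NADPH (final) for 5 min at ~22 deg C, then incubated with compound 15 min before 400 uM selenite. A first-read NADPH fluorescence drop versus no-compound background flagged substrates.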
An asterisk follows results filed as active; i = inactive; ? = inconclusive; . = not tested or not shown; & = joins results of further samples; [ ] = remark or other dose. Unless noted, calls come from the whole dose curve; as a rule, active = well fitted curve in the direction sought with a large enough effect; inconclusive = small, poorly fitted or top-dose-only effect, or another doubt; inactive = no such curve, though single readings can be large; an effect the other way counts as inactive or inconclusive. The list is partial; rates above refer to the full screens.

structure	Pin1 inhibitor	HP1b binding inh	Tb PGK inh	TrxR1 inh	PI4K2A inh	USP1-UAF1 inh	TrxR1 substrate	GLS inh	mIDH1 inhibitor
CCc1nn(CC(=O)Nc2c(C)cc(C)cc2C)c(=O)c2cc3sccc3n12	-5.0%	18.6%	9.3%	20.1%	1.2	-4.7%	3.6%	2.9%	12.2%
CCOc1ccc(NC(=O)COC(=O)CCS(=O)(=O)c2ccc(C)cc2)cc1	1.0%	0.8%	-2.6%	-4.8%[57.1 µM]	-1.2	10.8%	1.9%[57.1 µM]	26.9%	13.8%
CCCc1nc(NC(=O)c2ccccc2)nc(NC(=O)c2ccccc2)n1	1.8%	24.3%	-2.0%	17.9%	5.9	-21.5%	0.3%	-1.7%	-11.3%
S=c1[nH]nc(C2CCCCC2)n1/N=C/c1ccccc1	-3.0%	-7.7%	-8.5%	-10.3%	4.2	-20.0%	-5.7%	-20.9%	-0.3%
Cc1cc(C)n2nc3ccccc3c2n1	-4.0%	26.2%	-2.3%[11.5 µM]	9.5%	-3.4	-10.8%	11.9%	4.3%	0.4%
CCN(CC)CCNC(=O)CCc1nn(C)c(=O)c2ccccc12	-8.4%	20.5%	-5.7%	-11.1%	7.4	0.2%	-12.6%	4.8%	6.2%
COc1ccc(NS(=O)(=O)c2ccc3[nH]c4c(c3c2)CCCCC4)cc1	1.4%	?	4.3%	14.1%	2.8	?	-6.7%	11.1%	14.7%
Cc1ccc(-c2nc3cc(C(C)C)ccc3o2)cc1NC(=O)c1cc([N+](=O)[O-])ccc1N1CCOCC1	14.4%	25.8%	i	17.5%	4.3	-24.3%	1.2%	7.4%	11.1%
COC(=O)[C@H]1C[C@H]1[C@@H](NC(=O)c1cccnc1)c1ccccc1	2.7%&-0.1%	13.9%&40.7%	0.3%	15.6%&8.2%	3.6	?	1.9%&1.6%	-2.5%	8.4%
CCOC(=O)c1cccc(NC(=O)CCS(=O)(=O)c2cccc3nsnc23)c1	-1.0%	-15.6%	7.2%	?	-0.2	-12.2%	-0.1%	-0.7%	1.4%
Cc1ccc(C)c(Cn2c(C)c(CNCc3ccc(F)cc3)c(C(=O)O)c2C)c1	-2.2%	2.7%	-5.1%	20.8%	3.0	-23.4%	2.5%	0.3%	-3.3%
CC1CCc2[nH]nc(C(=O)O)c2C1 (centres undefined)	6.9%	12.6%	-2.7%	5.7%	-4.5	-1.2%	4.6%	-1.4%	3.4%
O=C(CCC1CCCC1)N1CCN(C(=O)c2ccco2)CC1	-4.4%	-0.5%	i	8.4%[57.1 µM]	-5.2	-17.3%	7.6%[57.1 µM]	12.3%	1.4%
CCCN1CCC(=O)N([C@H](CN=[N+]=[N-])CC(C)C)CC1	3.3%	10.3%	2.9%	11.5%	-2.7	-10.3%	2.2%	11.1%	-8.2%
COc1ccc(Nc2oc(-c3ccco3)nc2S(=O)(=O)c2ccc(F)cc2)cc1	7.0%	-6.2%	.	42.9%	0.6	-10.6%	9.0%	7.6%	-0.2%
Cc1cc(C)c(C#N)c(SCC(=O)Nc2cccc(S(=O)(=O)N3CCCC3)c2)n1	23.7%	41.8%[activator]	-0.2%	11.5%	-8.0	-19.5%	20.9%	-0.6%	11.2%
Cc1ccc(NC(=O)Cn2nnnc2-c2ccccc2N)cc1	1.1%	1.5%	-1.7%	8.8%	1.1	-4.6%	-1.0%	2.3%	-16.1%
Cc1nc2ccccn2c1C(=O)NN=C1CCCC1	2.8%	16.7%	i	10.7%	1.1	-10.8%	-6.0%	-7.0%	-5.2%
COc1cccc(-c2cn(-c3cccc(C(F)(F)F)c3)c(=S)[nH]2)c1	1.5%	20.5%	0.4%	7.0%	-0.2	-2.7%	1.5%	-24.7%	3.8%
CCc1ccc(NC(=O)c2ccc(F)c(S(=O)(=O)N(C)C3CCCCC3)c2)cc1	-0.4%	9.5%	-7.1%	13.5%[57.1 µM]	4.0	?	0.0%[57.1 µM]	1.2%	4.8%

Some of these compounds in order of number of heavy atoms, ascending:
structure	Pin1 inhibitor	HP1b binding inh	Tb PGK inh	TrxR1 inh	PI4K2A inh	USP1-UAF1 inh	TrxR1 substrate	GLS inh	mIDH1 inhibitor
Cc1nc2ccccn2c1C(=O)NN=C1CCCC1	2.8%	16.7%	i	10.7%	1.1	-10.8%	-6.0%	-7.0%	-5.2%
S=c1[nH]nc(C2CCCCC2)n1/N=C/c1ccccc1	-3.0%	-7.7%	-8.5%	-10.3%	4.2	-20.0%	-5.7%	-20.9%	-0.3%
Cc1ccc(-c2nc3cc(C(C)C)ccc3o2)cc1NC(=O)c1cc([N+](=O)[O-])ccc1N1CCOCC1	14.4%	25.8%	i	17.5%	4.3	-24.3%	1.2%	7.4%	11.1%

(cont.)
structure	Pin1 inhibitor	HP1b binding inh	Tb PGK inh	TrxR1 inh	PI4K2A inh	USP1-UAF1 inh	TrxR1 substrate	GLS inh	mIDH1 inhibitor
O=C(Nc1cccc(-c2nnc(-c3ccccc3)o2)c1)c1ccco1	?	36.1%	-1.0%	-1.6%	1.8	-11.0%	-2.1%	0.3%	2.1%
Cc1ccc(NNC(=O)c2sccc2Cl)c(C)c1	1.4%	9.9%	.	4.5%	.	.	0.0%	.	.
Cc1ccc(S(=O)(=O)N2CC(C)N(S(C)(=O)=O)C2)cc1 (centres undefined)	-15.5%	21.0%	7.7%	2.0%	-3.2	-9.7%	-3.6%	-0.7%	10.4%
CCn1cc(CCCC(=O)NCc2cccnc2)c2ccccc21	-7.7%	17.8%	i	20.8%	-4.7	-7.1%	0.9%	1.4%	-14.9%
O=C(O)c1ccc(NC(=O)c2cccc(S(=O)(=O)Nc3ccc(C(=O)O)cc3)c2)cc1	-2.1%	18.5%	-6.9%	38.0%[11.4 µM]	0.0	-18.5%	1.4%	-5.3%	-13.1%
COc1ccc(F)cc1CN1CCN(CC(=O)Nc2ccccc2C(=O)NC2CC2)CC1	-1.6%	13.4%	-4.9%	31.2%	-2.3	-14.2%	7.9%	-0.5%	2.2%
O=C1c2ccccc2C(=O)N1CCCCCCc1ccccc1	-4.7%	.	-4.9%	7.9%	3.9	?	-5.4%	-9.9%	9.8%
O=C1c2cc(Br)ccc2N(Cc2ccc(Br)cc2)S(=O)(=O)C1c1cc(Cl)c(Cl)cc1[N+](=O)[O-] (centres undefined)	?	?	-9.6%	-3.1%	-4.4	?	-3.0%	-0.4%	-3.9%
CSC(=NC#N)N1CCN(c2cccc(Cl)c2)CC1	1.5%	34.8%	-0.7%	-6.4%	-2.9	-12.7%	-6.8%	5.8%	-0.3%
COC(=O)C1=C(C)N(Cc2ccccc2)C(=NCCCCO)N[C@H]1c1ccccc1	?	12.0%	-0.9%	3.3%	-0.4	-10.2%	2.2%	-0.4%	-6.9%
COc1cc2[nH]c(=O)n(Cc3ccc(C(=O)N4CCN(c5cc(Cl)ccc5C)CC4)cc3)c(=O)c2cc1OC	5.2%	-11.2%	-3.9%	23.0%	2.6	-12.5%	0.3%	-3.8%	-15.7%
Cc1nn(-c2nc3ccccc3s2)c(N)c1-c1ccc(Cl)cc1	-9.6%	44.3%[activator]	7.1%	-8.0%	3.2	-16.4%	-1.2%	-3.5%	0.3%
NC(=O)c1ccc(SCC(=O)OCC(=O)NC2CCCCCCC2)c([N+](=O)[O-])c1	-2.3%	?	i	2.1%	-4.6	-12.7%	-3.5%	8.7%	-3.8%
O=C(Nc1ccc(Br)cc1)c1cccc(N2C(=O)C3C4C=CC(C4)C3C2=O)c1 (centres undefined)	-8.2%	29.7%	6.2%	-7.3%	3.3	-15.6%	-3.6%	1.7%	6.3%
Cc1c(OCC(=O)N[C@H](C(=O)O)c2ccccc2)ccc2c3c(c(=O)oc12)CCCC3	0.0%	-13.3%	-9.8%	-0.3%	1.5	-22.1%	110.4%[activator]	15.1%	-0.8%
CCOc1ccc(-c2nc3c(c(SCC(=O)N4CCCCC4)n2)Cc2ccccc2O3)cc1	0.3%	21.0%	2.2%	15.8%	-0.7	?	-1.2%	7.3%	-13.5%
C[C@H](CO)N1C[C@H](C)[C@H](CN(C)S(=O)(=O)c2cccs2)Oc2ncc(-c3cc4ccccc4o3)cc2C1=O	.	.	-9.1%	.	-1.3	-16.4%	.	-2.8%	-7.4%
O=C(CSc1nnc2ccccn12)Nc1ccc(N2CCOCC2)cc1	-18.2%	20.6%	-11.1%	30.0%	-7.5	-5.8%	4.3%	25.7%	0.4%
CCCN(CCC)C(=O)C(Cc1ccccc1)NS(=O)(=O)c1ccc2c(c1)c(=O)n(C)c(=O)n2C (centres undefined)	2.7%	10.6%	-0.1%	28.3%	6.6	-20.3%	-0.2%	-11.8%	-9.6%
COc1cc2[nH]c(=S)n(Cc3ccc(C)cc3)c(=O)c2cc1OC	0.2%	37.4%	1.9%	-9.0%	5.3	0.9%	-8.1%	2.7%	4.1%
CC(C)CN(C(=O)C(c1ccccc1)c1ccccc1)c1c(N)n(CC(C)C)c(=O)[nH]c1=O	-2.6%	33.2%	-9.7%	26.3%[57.1 µM]	-3.4	-21.7%	8.2%[57.1 µM]	5.8%	-3.9%
COc1cc(C2CC(=O)N(Cc3cccc(F)c3)c3ccccc3S2)cc(OC)c1OC (centres undefined)	?	26.3%	7.0%	22.0%	-16.4	-21.8%	-6.4%	-12.8%	-0.3%
CCCOc1cccc(C(=O)Nc2cc(-c3nc4ccccc4[nH]3)ccc2C)c1	21.4%	23.1%	i	8.4%	0.3	-10.2%	2.1%	-1.5%	0.5%

Screening results deposited in PubChem by National Center for Advancing Translational Sciences (NCATS).
